Bioassay records: PubChem BioAssay, several laboratories
Cl transport mod: KCC2 cotransporter modulators, thallium flux, primary screen, cell-based, HEK293 KCC2, FluoZin-2 fluorescence, MLSMR. KCC2 cells, thallium flux FluoZin-2 fluorescence. B-score of Tl+ flux slope (higher = more flux/activation; lower = inhibition) at 10 µM. Solute carrier family 12 member 5 (Homo sapiens), Q9H2X9. 2.2% of 190,000 active;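 active means thallium flux slope and its plate-corrected score both differing from the plate sample mean at a set confidence after two filtering rounds, in either direction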;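 further: slope of fluorescence scaled to starting intensity during 10 to 20 s after thallium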
EBV gp42 inh: Epstein-Barr virus gp42 inhibitors, primary screen, biochemical, uHTS, fluorescence polarization; 0.42% of 220,000 active; Fluorescence polarization binding assay, mP read-out; inhibition, % (tested at 21.74 µM); Glycoprotein 42 (Epstein-Barr virus (strain AG876)), Q1HVG2; in the data active means inhibition above about 50%
Target sequence (Q1HVG2 whole entry, looked up): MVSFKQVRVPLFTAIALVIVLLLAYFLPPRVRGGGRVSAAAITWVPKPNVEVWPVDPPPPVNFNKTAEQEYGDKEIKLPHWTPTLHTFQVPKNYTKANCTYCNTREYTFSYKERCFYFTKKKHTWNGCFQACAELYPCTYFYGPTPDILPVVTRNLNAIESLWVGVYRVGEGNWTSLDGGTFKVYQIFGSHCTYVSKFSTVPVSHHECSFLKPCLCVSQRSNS
p47phox inh: p47phox/p22phox peptide binding inhibitors, primary screen, biochemical, uHTS, NADPH oxidase regulatory subunit | Neutrophil cytosol factor 1 (Homo sapiens), P14598 | fluorescence polarization, 2 h | inhibition, % at 24.7 µM | 0.53% of 220,000 active;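 further: 0% = p47phox with labelled peptide and 100% = labelled peptide alone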
hK5 inh: human KLK5 protease inhibitors, primary screen, biochemical, 1536-well; inhibition, % at 5 µM; 0.59% of 210,000 active; Kallikrein-5 (Homo sapiens), Q9Y337; recombinant hK5, fluorogenic AMC substrate cleavage;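 active means inhibition of 40% or more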;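 further: 0% = enzyme controls without compound and 100% = no-enzyme blanks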
Target sequence (Q9Y337 67-293 limits assumed): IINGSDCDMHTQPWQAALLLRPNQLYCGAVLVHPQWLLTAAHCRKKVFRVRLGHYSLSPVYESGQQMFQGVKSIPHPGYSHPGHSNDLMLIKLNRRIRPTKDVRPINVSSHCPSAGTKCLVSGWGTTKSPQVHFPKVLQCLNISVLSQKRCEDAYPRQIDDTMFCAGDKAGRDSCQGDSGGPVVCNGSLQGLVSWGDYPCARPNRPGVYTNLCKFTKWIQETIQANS
14-3-3 Bad PPI: inhibitors of 14-3-3 zeta/Bad binding, primary screen, biochemical, TR-FRET, bovine 14-3-3 zeta; inhibition, % at 21.7 µM; AID 781, 2007; 0.71% of 220,000 active; 14-3-3 protein zeta/delta (Bos taurus), P63103; TR-FRET 14-3-3zeta/Dy647-pBad peptide displacement, 1 h;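 active means inhibition above about 70%, limit read from the data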;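 further: 0% = full 14-3-3 plus peptide FRET controls and 100% = background without 14-3-3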
Target sequence (P63103 whole entry, looked up): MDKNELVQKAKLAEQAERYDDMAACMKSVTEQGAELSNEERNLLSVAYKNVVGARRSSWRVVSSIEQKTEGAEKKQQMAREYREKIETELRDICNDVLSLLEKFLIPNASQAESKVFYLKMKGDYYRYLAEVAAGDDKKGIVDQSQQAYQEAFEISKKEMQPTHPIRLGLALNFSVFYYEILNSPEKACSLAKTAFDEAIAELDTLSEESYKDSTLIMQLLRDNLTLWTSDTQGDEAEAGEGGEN
Thrombin inh: human alpha-thrombin inhibitors, primary screen, counter-screen for coagulation protease inhibitor project, biochemical, 1536-well, fluorogenic AMC substrate; inhibition, % at 5 µM; 0.26% of 220,000 active; Prothrombin (Homo sapiens), P00734; Boc-VPR-AMC fluorogenic substrate cleavage;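 active means inhibition at or above 40%; inactive means inhibition below 40%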;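 further: 0% = enzyme with no compound and 100% = wells without enzyme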
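System: human alpha-thrombin protein; Compound dosing: one concentration per compound, 5 µM, with 0.2% DMSO; Timing: reaction at room temperature; Technique: AMC fluorescence, 355/460 nm; Controls: enzyme without compound as high, wells lacking enzyme as low.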
Furin inh: human furin inhibitors, primary screen, biochemical, fluorescence intensity. P09958. purified furin, fluorogenic substrate cleavage. inhibition, % at 30 µM. 0.061% of 220,000 active. AID 463115, 2010; in the data active means inhibition above about 25%; further: inactives centre near -15
Rad51 HR inh: human RAD51 strand exchange inhibitors, primary screen, biochemical, fluorescence. AID 1385, 2008. inhibition, % at 10 µM. hRad51 DNA strand exchange, fluorescence dequenching. 0.085% of 200,000 active;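 active means inhibition above 40% at the single screening dose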;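 further: 0% = DMSO control wells and 100% = blanks with heterologous ssDNA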
Target sequence (Q06609 whole entry, looked up): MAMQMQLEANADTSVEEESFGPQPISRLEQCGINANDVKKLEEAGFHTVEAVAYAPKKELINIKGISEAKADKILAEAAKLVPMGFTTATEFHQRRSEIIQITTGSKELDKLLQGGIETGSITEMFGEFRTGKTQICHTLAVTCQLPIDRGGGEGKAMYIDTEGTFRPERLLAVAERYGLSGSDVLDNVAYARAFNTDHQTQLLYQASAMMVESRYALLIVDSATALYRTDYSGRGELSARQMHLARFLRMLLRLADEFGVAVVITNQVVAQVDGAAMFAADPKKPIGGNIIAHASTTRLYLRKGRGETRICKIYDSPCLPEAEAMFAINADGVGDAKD
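Assay system: Human Rad51 nucleoprotein filaments preassembled on unlabelled ssDNA | Reagent: Donor/quencher-labelled 47-bp dsDNA substrate | Doses: One concentration, 10 µM final | Times: 37 °C 15-min filament assembly, 30-min compound preincubation, 15-min exchange | Technique: Fluorescein emission 520 nm, excitation 485 nm | Benchmarks: Plate control and blank wells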
eIF4E 4G PPI: eIF4E–eIF4G protein interaction inhibitors, primary screen, biochemical, uHTS, TR-FRET, eIF4GI fragment. 0.37% of 220,000 active. inhibition, % at 21.7 µM. Eukaryotic translation initiation factor 4E (Mus musculus) + Eukaryotic translation …. TR-FRET eIF4E-eIF4GI(517-606) binding, 2 h;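 further: 0% = full FRET control wells and 100% = background wells lacking eIF4GI fragment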
An asterisk follows results filed as active; . = not tested or not shown; [ ] = another dose, or the depositor's remark.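 How the source made its calls, unless noted: active means inhibition above about 30% (limit read from the data); inactive means the rest.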

SMILES	Cl transport mod	EBV gp42 inh	p47phox inh	hK5 inh	14-3-3 Bad PPI	Thrombin inh	Furin inh	Rad51 HR inh	eIF4E 4G PPI
CC(C)Cn1c(C(C)C)nc([N+](=O)[O-])c1S(=O)(=O)c1ccc(F)cc1	.	-21	4	-7	4	0	-4[20 µM]	-7	2
CCN(CC)CCNC(=O)c1c(O)c2cccc3c2n(c1=O)CCC3	0.41	-29	-17	-20	-11	1	-14	-17	2[fluorescence artefact?]
COCCCn1c(SCCc2ccccc2)nc2cc(OC)c(OC)cc2c1=N	0.056	2	-18	2	-2	-2	-18	-5	8
CN(Cc1cccnc1)Cc1cn(C)nc1-c1cccc(Cl)c1	-0.085	5	4	-1	-2	-5	-18	3	-2
COc1ccc(-n2c(C)nn(C)c2=O)cc1	0.22	-3	-3	-10	-13[fluorescence artefact?]	1	-21	-7	-4
COc1ccccc1C(=O)NNC(=O)C(=O)NC(C)C	4.3*	-13	22	5	-6	0	-28	2	-3
O=C(C1CCCO1)N(c1cccc(Cl)c1)C1C=CS(=O)(=O)C1 (stereo unspecified)	1.1	-9	0	23	-4	-4	-17	4	-4
Cc1cc(CNC(=O)c2cc(COc3c(F)cccc3F)on2)nn1C	.	-4	1	19	1	1	-24	.	0
CCOC(=O)n1c(=O)oc2cc(S(=O)(=O)N3CCCCC3)ccc21	-0.086	-17	-11	14	6	14	-30[20 µM]	.	-10
Cc1ccccc1C(=O)Nc1ccccc1N1CCCCC1	.	-3	-7	4	-5	-7	-30	2	2
COC(C)(C)[C@H](O)COc1c2ccoc2cc2oc(=O)ccc12	-0.38	-4	9	-6	0	-8	-8	-7	0
CNCC(=O)N1CCN(c2ncc(C(F)(F)F)cc2Cl)CC1	0.84	-6	-8	-14	-19	-1	-26	-10	0
C=CCNC(=O)Nc1ccc2oc(C)nc2c1	0.51	-17	-3	38	-6	7	-18[20 µM]	-6	-1
O=C(COC(=O)c1cc(-c2ccco2)nc2ccccc12)NCc1ccccc1	-0.13	-6	-6	-51	-4	2	-13[20 µM]	1	-1
CC1CC(C)CN(C(=O)CNS(=O)(=O)c2ccc(Br)s2)C1 (stereo unspecified)	0.07	-12	-15	-9	-7	9	-1[20 µM]	4	2
CN(C)c1nc(OCCOC(=O)COc2ccc(Cl)cc2Cl)nc(N(C)C)n1	-1.2	-13	-9	-22	5	3	-5	0	4
C/C(=N/NC(=O)CNC(=O)C(c1ccccc1)c1ccccc1)c1ccco1	-0.77	0	5	-2	-5	-2	-18	14	-3
CCOP(=O)(OCC)C(NC(=O)Nc1ccc(C)c(Cl)c1)c1ccccc1 (stereo unspecified)	-0.042	9	-2	-9	-3[fluorescence artefact?]	1	-16	.	4
Cc1ccccc1Oc1cc(-n2ncc(Cl)c(Cl)c2=O)ncn1	-1.9	-15	-4	-15	-7	-9	-22	5	11[fluorescence artefact?]
CC(C)CN1C(=O)CC(Sc2ccccc2C(=O)O)C1=O (stereo unspecified)	.	-1	7	9	15	0	-18[20 µM]	2	7[fluorescence artefact?]
COc1ccc(/C=N/NC(=O)c2ccc(Cn3cc([N+](=O)[O-])cn3)o2)c(OC)c1C	0.0037	-18	-8	-18	-2	6	-7[20 µM]	.	-8
Cc1cccc(NC(=S)N/N=C(\c2ccccc2)C(C)C)c1	33*	-23	-9	-6	-24	-6	-11	1	-3
Cc1nn(C)c(C)c1CN(C(=O)CCc1nnc(Cc2c[nH]c3ccccc23)o1)C(C)C	-0.33	-5	-6	1	-11	-7	-24	7	0
O=C(O)c1ccc(CSc2nc3ccccc3o2)cc1	.	1	-6	-6	35[fluorescence artefact?]	-4	-11	5	-9
COc1ccc(Nc2nnc(SC(C(=O)Nc3ccc(OC)c(Cl)c3)c3ccccc3)s2)cc1 (stereo unspecified)	-0.91	-2	-35	-10	-10	-8	-25	2	17
COC(=O)c1cc(C(=O)c2cc(F)ccc2O)cn2c(=O)c3c(C)c(C)sc3nc12	.	4	-18	2	0	1	-10	-305	3
CCOc1ccc(CCNC(=O)CSCc2ccc(C)cc2)cc1OCC	0.73	0	-10	-32	3	-5	4	.	2
CCn1c(=O)cc(OCC(=O)NCC2CCCO2)c2ccccc21 (stereo unspecified)	0.76	-17	-29	-3	4	-4	-26	-6	5
Cc1csc(C2=C(O)CN(c3ccc4c(c3)OCCOCCOCCOCCO4)C2=N)n1	0.25	-8	-12	-78	-4	2	-14	7	-2
C=CCN1C(=O)C(Cc2ccc(SC(F)F)cc2)SC1=Nc1ccc(C(=O)O)cc1 (stereo unspecified)	0.28	-9	-2	-1	-12	-8	-16	3	-2
O=C(CSc1ncn[nH]1)NCCOc1ccccc1	.	-5	-10	-1	6	1	-16	-2	0[fluorescence artefact?]
COc1ccccc1C(=O)N(NC(=O)Oc1ccccc1)C(C)(C)C	-0.68	9	-6	-20	-24	-10	-22	3	10
COc1ccc(NC(=O)C(NC(=O)CC2NC(=O)NC2=O)c2ccccc2)cc1 (stereo unspecified)	0.69	11	1	-2	1[fluorescence artefact?]	-12	-11	.	-2
CN(C)CCN(C(=O)c1ccc(S(=O)(=O)N(C)c2ccccc2)cc1)c1nc2cc3c(cc2s1)OCCO3	0.51	8	-19	-2	-2	-2	-18	.	-10
COc1ccc(OCCOC(=O)c2ccc(-n3cnnn3)cc2)cc1	0.16	-5	-8	-10	-5	2	-8[20 µM]	-7	3
O=C1c2ccccc2C(=O)N1OCCOCCOCCBr	0.67	-14	2	-18	10	-5	-4[20 µM]	11	-2
COc1cccc(C(=O)N2N=C(c3ccccn3)CC2(O)C(F)(F)F)c1 (stereo unspecified)	2.1	-2	1	-29	-6	2	-20	14	-2
CCOC(=O)C(Cc1ccccc1)NC(=O)CNC(C)=O (stereo unspecified)	0.18	-12	-7	-17	8	2	-21	3	4
CCN(C(C)=O)c1nc(CSc2nnc(NC(C)C)s2)cs1	-0.016	-6	-7	2	-7	-1	-17	8	2
C[C@H]1O[C@@H](O[C@H]2[C@@H](O)C[C@H](O[C@H]3[C@@H](O)C[C@H](O[C@H]4CC[C@@]5(C)[C@H](CC[C@@H]6[C@@H]5C[C@@H](O)[C@]5(C)[C@@H](C7=CC(=O)OC7)CC[C@]65O)C4)O[C@@H]3C)O[C@@H]2C)C[C@H](O)[C@@H]1O	0.35	-5	-3	-4	-5	3	-12	3	4
CCOC(=O)COc1ccc(C(=O)CC)cc1OC	-0.061	3	9	-4	-4	-14	1	-1	0
Cc1ccc(Nc2nc(-c3ccccc3)c(CC(=O)O)s2)cc1	-1.4	-11	-40	-1	-5	-24	-28	-12	-2
COc1cc(OC)cc(-c2cc(NC(C)=O)n[nH]2)c1	-0.32	-7	-8	-5	1[fluorescence artefact?]	1	-14	0	3[fluorescence artefact?]
O=S1(=O)CCN(C(CO)c2ccccc2)CC1 (stereo unspecified)	-0.19	9	2	-10	6	-6	-8	23	-1
C=CCOC(=O)C1=C(C)N=C2SCCC(=O)N2C1c1cccs1 (stereo unspecified)	.	10	-7	9	0	4	-7	5	-1
S=C(NCCc1ccccc1)NC1CCCCCC1	-4.2*	8	-20	7	3	2	-18[20 µM]	-4	-4
CC(=O)c1cc2c(=O)c3cc(C)ccc3oc2nc1C	.	-5	-14	2	4	0	-21	2	1[fluorescence artefact?]
O=C(N/N=C\c1ccc(OC(=O)c2ccco2)cc1)c1ccc(Cl)cc1	-0.031	-6	-20	-2	5	-9	-21	5	-1
COc1ccc(OC)c(S(N)(=O)=O)c1	0.68	-3	-4	-34	1[fluorescence artefact?]	-1	-22[20 µM]	5	5[fluorescence artefact?]
COc1ccc(C(NC(=O)C(C)C)c2c(O)ccc3ccccc23)cc1 (stereo unspecified)	0.12	-1	-8	-1	-15	-17	-28	6	-1
FC(F)(F)c1cnc(C(c2ccccn2)c2ncn[nH]2)c(Cl)c1 (stereo unspecified)	-0.51	2	0	-2	-13	-6	-17	0	0
COc1ccc(OC)c(C(=O)c2ccccc2)c1	.	-12	3	-3	-6	1	-12[20 µM]	0	-1[fluorescence artefact?]
CCc1ccc(C(C)NC(=O)C2(C)CC2(Br)Br)cc1 (stereo unspecified)	0.31	9	-15	9	-5	10	-4[20 µM]	.	-7
Cc1c(NC(=O)CCSc2ccc(Cl)cc2)c(=O)n(-c2ccccc2)n1C	-0.18	-9	-12	-7	5	5	-2[20 µM]	-9	1
CCSc1nc2ccccc2c(=O)n1C1CCOC(C)(C)C1 (stereo unspecified)	-2.3	-11	-4	-2	-15	-10	-9	23	5
CCOC(=O)c1c(C)nc2ccc(Cl)cc2c1-c1ccccc1	-0.68	8	-2	-16	-9	-9	-3	-1	4
CCCc1nnc(NC(=O)CSc2nc3ccccc3[nH]2)s1	-1.2	9	4	15	-11	2	-19	1	0
Cc1nc2cc(NC(=O)Nc3ccc(N4CCOCC4)cc3)ccc2n1C	1.5	-128	4	-8	14	5	-8[20 µM]	2	-2
COC(=O)c1ccc(C(=O)OC)c(NC(=O)CN(c2ccc3c(c2)OCO3)S(C)(=O)=O)c1	.	-14	-3	-2	9	-6	-17[20 µM]	.	-1
CC(C)CCN1CCNC(=O)C1CC(=O)Nc1ccc(F)cc1 (stereo unspecified)	.	-10	-23	0	9	2	-5	1	-32

Additional structures
SMILES	Cl transport mod	EBV gp42 inh	p47phox inh	hK5 inh	14-3-3 Bad PPI	Thrombin inh	Furin inh	Rad51 HR inh	eIF4E 4G PPI
O=C(c1ccco1)N(CCC(c1ccccc1)c1ccco1)Cc1ccccc1 (stereo unspecified)	-0.34	-19	-55	-22	-21	-9	-1	-2	-7[fluorescence artefact?]
C=CCNC(=S)NNC(=O)c1cccn(Cc2ccc(Cl)c(Cl)c2)c1=O	.	-15	-1	-177	0	-1	-14[20 µM]	2	4
COc1ccc(C(=O)NC(C)c2ccccc2)cc1Br (stereo unspecified)	-0.099	-3	0	-4	0	-8	-12	5	-2
COc1cc(O)sc1C=Nc1ccc(Cl)cc1	0.48	3	-4	-1	-10	-3	-7	-1	-2

Record cards (already shown). Screens in order: Cl transport mod | EBV gp42 inh | p47phox inh | hK5 inh | 14-3-3 Bad PPI | Thrombin inh | Furin inh | Rad51 HR inh | eIF4E 4G PPI
`COc1ccc(C(=O)NC(C)c2ccccc2)cc1Br` (stereo unspecified) is listed as -0.099 | -3 | 0 | -4 | 0 | -8 | -12 | 5 | -2
`C=CCNC(=S)NNC(=O)c1cccn(Cc2ccc(Cl)c(Cl)c2)c1=O` is listed as . | -15 | -1 | -177 | 0 | -1 | -14[20 µM] | 2 | 4
`O=C(c1ccco1)N(CCC(c1ccccc1)c1ccco1)Cc1ccccc1` (stereo unspecified) is listed as -0.34 | -19 | -55 | -22 | -21 | -9 | -1 | -2 | -7[fluorescence artefact?]
`COc1cc(O)sc1C=Nc1ccc(Cl)cc1` is listed as 0.48 | 3 | -4 | -1 | -10 | -3 | -7 | -1 | -2
